UHRF1 binding – blocks human UHRF1 binding to methylated DNA | Q96T88 | UHRF1 binding to methylated oligo, TR-FRET | inhibition, % at 4.4 µM | hit rate 0.75% among 370,000; in the data active = inhibition above about 21%;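 also: UHRF1 SRA domain binding a hemimethylated CpG hairpin DNA probe; 0% = median of test compound wells and 100% = reference inhibitor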
TCR-CD3 inh – inhibitors of human TCR-CD3 interaction; TAMRA-labeled TCR probe fluorescence, biochemical; inhibition, % at 9.4 µM; hit rate 0.37% among 360,000; AID 651800; in the data active = inhibition above about 19%;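 also: recombinant mutant TCR 2C K166C tagged with TAMRA read by polarization; 0% = receptor in buffer alone and 100% = receptor with positive control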
DDE Tn7 FP inh – disrupts Tn7 cyclic peptide binding to fibrin D-Dimer-E complex; inhibition, % at 8.3 µM; hit rate 0.13% among 370,000; P02675; FP displacement of FITC-Tn7 peptide from fibrin DD(E); 0% = median of compound wells per plate;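 active = inhibition above the mean of compounds falling within the control limits plus 3 SD of them, cut at about 14% in these data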;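 also: 0% = plate median of compound wells and 100% = 10 µM Aha-Tn7 peptide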
Target sequence (P02675 whole entry, looked up): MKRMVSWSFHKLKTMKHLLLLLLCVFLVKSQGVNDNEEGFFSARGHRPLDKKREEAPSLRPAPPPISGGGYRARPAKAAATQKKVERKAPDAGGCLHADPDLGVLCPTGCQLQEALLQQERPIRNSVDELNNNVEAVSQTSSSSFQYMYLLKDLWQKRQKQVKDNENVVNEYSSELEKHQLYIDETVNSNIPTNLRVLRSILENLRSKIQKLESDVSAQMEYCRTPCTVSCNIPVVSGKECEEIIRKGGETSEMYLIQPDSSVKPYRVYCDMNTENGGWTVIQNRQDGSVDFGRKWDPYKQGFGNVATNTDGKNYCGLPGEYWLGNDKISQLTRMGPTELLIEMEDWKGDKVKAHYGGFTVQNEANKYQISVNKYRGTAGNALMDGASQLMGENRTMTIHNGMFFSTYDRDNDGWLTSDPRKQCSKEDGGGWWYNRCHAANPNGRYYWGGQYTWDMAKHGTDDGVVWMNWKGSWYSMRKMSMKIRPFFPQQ
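Assay system: human fibrin DD(E) protein / Input: 2 µM fibrin DD(E) / Benchmarks: high control of 10 µM Aha-Tn7 peptide / Measured by: fluorescence polarization of the labelled Tn7 tracer / Medium: Tris buffer with calcium and detergent, pH 7.8 / Timing: 10 min compound pre-incubation, 3 h probe incubation at room temperature / Repeats: one replicate per compound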
MBD2 DNA inh – inhibitors of human MBD2 binding to methylated oligonucleotide; TR-FRET; inhibition, % at 4.4 µM; Q9UBB5; hit rate 0.31% among 370,000; in the data active = inhibition above about 13%
PRMT1 FP inh – PRMT1 (human) inhibition, primary screen; Q99873; recombinant PRMT1, activity-based probe fluorescence polarization; inhibition, % at 2.79 µM; hit rate 1.3% among 370,000; AID 652257;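 active = inhibition above about 21% made by adding two undisclosed values, limit read from the data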
SIAE primary – human SIAE inhibition, primary screen; hit rate 0.69% among 370,000; Q9HAT2; AID 1053197; inhibition, % at 9.66 µM; SIAE FP-Rh probe binding, fluorescence polarization;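 active = inhibition above a cutoff: mean of compounds within the control limits plus 3 SD of those, cut at about 17% in these data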;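 also: 0% = plate median of compound wells and 100% = probe without SIAE protein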
Target sequence (Q9HAT2 whole entry, looked up): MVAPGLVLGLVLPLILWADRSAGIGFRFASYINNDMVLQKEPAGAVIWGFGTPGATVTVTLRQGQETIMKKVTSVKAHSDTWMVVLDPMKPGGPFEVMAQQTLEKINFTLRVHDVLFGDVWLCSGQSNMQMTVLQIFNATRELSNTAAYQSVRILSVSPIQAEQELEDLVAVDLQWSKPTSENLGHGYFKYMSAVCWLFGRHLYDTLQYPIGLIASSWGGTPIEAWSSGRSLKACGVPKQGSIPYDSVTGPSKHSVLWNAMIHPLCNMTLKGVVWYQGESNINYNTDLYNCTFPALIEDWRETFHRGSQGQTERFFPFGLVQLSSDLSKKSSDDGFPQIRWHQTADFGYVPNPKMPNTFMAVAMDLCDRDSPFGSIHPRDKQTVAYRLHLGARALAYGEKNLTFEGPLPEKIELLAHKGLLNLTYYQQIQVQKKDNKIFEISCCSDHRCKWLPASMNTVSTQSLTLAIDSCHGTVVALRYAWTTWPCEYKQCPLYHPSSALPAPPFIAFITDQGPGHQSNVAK
Tn6 DDE FP – disrupts Tn6 cyclic peptide binding to fibrin D-Dimer-E complex. P02675. Fibrin DD(E) TRITC-Tn6 fluorescence polarization displacement. inhibition, % at 8.3 µM. hit rate 0.21% among 370,000;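 active = inhibition above a per-campaign cutoff: mean of compounds within control limits plus 3 SD, cut at about 15% in these data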;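 also: 0% = median of all compound wells on the plate and 100% = blocking peptide control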
LEDGF integ inh – blocks HIV-1 LEDGF/p75-dependent DNA integration; TR-FRET IN-LEDGF/p75 DNA integration, Eu/Cy5; inhibition, % at 3.7 µM; hit rate 0.64% among 370,000;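 active = inhibition above the screen-wide mean plus 3 SD, cut at about 13% in these data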;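 also: signal is the Cy5 over europium emission ratio at 671 and 618 nm; 0% = plate median of compound wells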
proKLK7 act – proKLK7 (human) activation, primary screen; purified proKLK7, EDANS-DABCYL substrate fluorescence; 100% is mature enzyme control, 0% vehicle; activation, % at 7 µM; hit rate 0.9% among 370,000;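 active = activation above the mean of all tested compounds plus 3 SD, computed per campaign excluding outliers beyond control limits, cut at about 13% in these data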
TDP2 inh – TDP2 (human) inhibition, absorbance primary screen; inhibition, % at 12.8 µM; recombinant TDP2, T5PNP hydrolysis, p-nitrophenol absorbance 415 nm; hit rate 0.34% among 370,000;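 active = inhibition above the mean of all tested compounds plus 3 SD, set per campaign, cut at about 25% in these data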;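 also: 0% = DMSO with enzyme and 100% = buffer with substrate but no TDP2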
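System – recombinant human TDP2 · Quantity – TDP2 enzyme at 120 nM final · Doses – single concentration, 12.8 µM nominal, with 1% DMSO · Incubation – 2 h at 37 °C · Measured by – epi absorbance of p-nitrophenol freed from T5PNP by hydrolysis · Read-out – % inhibition relative to enzyme-containing and enzyme-free wells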
* marks the source's active call; other numbers are inactive results; x = not tested or not shown; & = joins results of further samples. No enrichment for hits. About 4.6% of those tested had a hit in this group.

SMILES	UHRF1 binding	TCR-CD3 inh	DDE Tn7 FP inh	MBD2 DNA inh	PRMT1 FP inh	SIAE primary	Tn6 DDE FP	LEDGF integ inh	proKLK7 act	TDP2 inh
CCC(CC)(CC(=O)Nc1cccc(/C=C/c2nc(C3CCC3)cs2)c1)C(=O)O	0	x	-4	-1	-2	5	-10	2	2.1	-3
N#Cc1ccccc1NC(=O)CSc1cn[nH]n1	-1	-1	-2	1	1	7	5	-3	0.2	8
CC1(c2nnnn2-c2ccc3c(c2)OCCO3)CCC(=O)N1CCOc1ccccc1 (stereo not drawn)	1	-6	-6	8	7	1	4	-4	-0.1	4
CCN(CC(=O)Nc1ccccc1OC)C(=O)COc1ccc(C#N)cc1	-2	-1	1	1	-3	-5	-1	1	-0.1	3
O=C(COC(=O)c1n[nH]c(=O)c2ccccc12)NCc1ccccc1	7	-4	-3	7	9	-2	2	-3	0.0	-5
COc1ccccc1N1CCN(C(=O)CNC(=O)c2cn(-c3ccccc3OC)c(=O)c3ccccc23)CC1	0	5	4	-2	-5	3	0	-3	0.3	12
O=C(CN1C(=O)c2ccccc2C1=O)OCC(=O)c1ccccc1	2	4	-1	2	-1	-1	1	-1	0.5	-6
O=C(Nc1cccc(Cl)c1)c1cc(S(=O)(=O)NCCc2ccc(Cl)cc2)ccc1F	7	3	1	6	2	-137	-7	-11	0.1	-6
CC(=O)Nc1cccc(-c2ccnc3c2CC(C)(C(=O)NCc2cccs2)O3)c1 (stereo not drawn)	8	0	-6	-2	7	8	-12	-1	-0.1	-6
NCCCNCCCCNCCCN	-2	2	4	-2	-5	-3	0	2	-0.3	-4
COc1ccc(O)c(-c2cn[nH]c2-c2cccs2)c1	3	6	8	2	1	9	7	-3	0.4	8
NS(=O)(=O)c1ccc(CCNc2ncnc3sccc23)cc1	-2	10	-8	2	-1	-4	-1	-2	-0.6	8
CCCCc1cc2c(cn1)=C(OC(=O)c1cnc3ccccc3n1)C(C)(OC(=O)CC)C(=O)C=2 (stereo not drawn)	-7	-6	6	-1	4	3	3	-3	1.1	-2
O=C(CS(=O)(=O)c1c[nH]c2ccccc12)Nc1ccc2c(c1)OCCO2	-1	-5	-1	-3	-2	11	-1	1	-0.7	19
Cc1ccc(C(=O)C2CCN(CC(=O)NC3CCCCC3)CC2)cc1	1	-7	3	0	-1	-6	-4	-5	-0.3	0
O=C(Nc1cccc(-n2cccn2)c1)C1CCCN(Cc2cccc(F)c2F)C1 (stereo not drawn)	1	-7	-3	6	0	-1	-1	-3	0.2	-4
Cc1ccc(C(=O)N(CN2CCCC2=O)c2ccc(F)cc2)cc1C	1	5	6	5	-1	5	4	-2	0.2	-5
Cc1ccc(NS(=O)(=O)c2c(C(=O)N3CCCCCC3)c(C)n(C)c2C)c(C)c1	-3	-1	1	-3	-1	0	3	8	-0.4	2
C[C@H]1CN([C@@H](C)CO)S(=O)(=O)c2ccc(-c3ccc(C#N)cc3)cc2O[C@H]1CN(C)C(=O)CN(C)C	-3	3	4	-3	0	3	-1	-2	-0.4	3
Cc1ccc(S(=O)(=O)Nc2ccc3nc(N)sc3c2)cc1	-6	5	9	-4	3	6	4	-2	0.5	1
COCCSc1nnc(NS(=O)(=O)c2ccc(C)cc2)s1	7	3	-1	1	4	2	-3	6	-0.6	-7
CCC(=O)NC(=S)Nc1ccccc1OC	-1	-1	-6	-7	-3	2	3	3	-0.5	-6
COc1cccc(N(CC(=O)NCc2ccco2)C(=O)CCC(=O)Nc2nccs2)c1	0	3	-4	3	-2	7	0	-1	0.0	16
COc1ccccc1C(=O)NC(=Nc1nc2ccccc2o1)NC(=O)c1ccccc1OC	-2	2	0	-1	-4	-7	-2	0	0.2	-1
CCOC(=O)c1sc(NC(=O)CN2C(=O)c3cccc4cccc(c34)C2=O)nc1C	2	-7	2	2	2	-3	6	-4	0.1	-7
CCNC(=O)c1cc2c(c(-c3cccc(-c4cccnc4)c3)n1)[C@H](CCO)N(S(C)(=O)=O)C2	-4	2	0	2	0	-3	4	2	-0.1	12
COc1nc2c(c(-c3cc(Br)cs3)c1C#N)Cc1ccccc1-2	-1	7	3	1	-3	5	4	2	0.1	8
O=C(O)/C=C/C(=O)Nc1ccc(OC(F)(F)F)cc1	-1	8	1	-3	1	1	2	0	-0.4	8
CCOC(=O)Nc1ccc(S(=O)(=O)NCCCN2CCOCC2)cc1	-2	11	-11	-1	-3	6	8	3	0.2	0
C=CCn1c(OCc2ccccc2)n[nH]c1=S	-3	1	-4	2	-5	1	-4	4	0.3	6
Cc1nc2c(C(=O)NCCC(C)C)c[nH]n2c(=O)c1Cl	0	4	-6	2	0	2	0	4	-0.2	-4
COC(=O)c1ccc(COc2ccccc2/C=C(\C#N)C(=O)NC(C)C)cc1	2	-5	-2	1	2	-10	2	-4	-0.3	-3
COc1ccc(CSc2nnc(SCc3ccc([N+](=O)[O-])cc3)s2)cc1	3	1	6	-2	0	5	1	-3	0.3	0
Fc1ccccc1/C=N/N1CCN(Cc2ccccc2Cl)CC1	-1	7	-5	0	-3	7	0	1	-0.2	-5
CC(C)(C)SCCNC(=O)/C=C/c1ccc([N+](=O)[O-])cc1	-4	9	-7	-5	-2	3	2	3	0.0	-2
CCN1C(=C(C#N)C#N)C=Cc2ccccc21	-6	2	9	0	-5	9	1	1	-0.2	7
O=C1OCCC1=Cc1ccccc1	-2	-1	-4	-3	-2	-1	4	1	-0.7	-5
CC(=O)NC(Cc1ccccc1)C(=O)NC1CCN(C(=O)c2cnccn2)CC1 (stereo not drawn)	3	1	9	3	1	-4	7	2	0.5	1
Cn1c(C(=O)N(Cc2ccccc2)Cc2cccs2)cc2sccc21	0	-3	2	3	7	3	-8	-3	-0.2	6
COc1cccc([C@@H](NC(=O)C(F)(F)F)[C@@H]2CCCC=C2c2ccccc2)c1	0	3	-4	2	-6	3	1	2	0.3	9
O=C(C(=O)N1CCN(C(=O)c2cc(C(F)(F)F)cc(C(F)(F)F)c2)CC1)c1cccc(C(F)(F)F)c1	0	5	-3	1	1	-1	1	-4	0.1	2
Cc1ccc(N2CCCn3c2cc(C)c(C#N)c3=O)cc1Cl	-1	-6	1	1	2	-4	-7	-3	0.7	14
CCn1c(C)cc2c(c1=O)C(c1ccccc1Br)C(C#N)=C(N)O2 (stereo not drawn)	0	-7	-10	-3	3	-2	-7	-3	-3.0	-11
O=C(O)CCCCCNC(=O)C(=O)C1C(=O)Nc2ccccc21 (stereo not drawn)	11	-12	0	8	15	-6	-9	-2	-0.1	-10
O=C(CCCNC(=O)c1ccc(Cl)cc1)OCc1cccc(Br)c1	2	-3	1	1	2	-6	0	1	0.1	5
N/C(=N\OC(=O)Cc1ccccc1)c1cccc(Br)c1	4	1	-3	0	2	-2	-11	-4	-0.1	-3
COC(=O)c1c(NC(=O)C2CCCCC2)sc2c1CCN(C(C)C)C2	3	-2	5	4	3	-2	3	-2	0.2	1
CCN=C1S/C(=C\c2cn(CC)c3ccccc23)C(=O)N1CC	-3	6	0	0	1	-13	-8	0	-0.9	-16
O=C(COc1nc2ccccc2nc1N1CCOCC1)NC1CCCCC1	2	3	-11	1	0	-1	-6	2	0.2	-6
Cc1cc(S(=O)(=O)N2CCCOC2CNC(=O)C(=O)NCc2ccco2)ccc1F (stereo not drawn)	56*	1	-2	-4	0	0	4	0	0.4	-4
COCCNC(=O)C(c1ccc(C)o1)N(Cc1ccccc1)C(=O)Cn1nnc2ccccc21 (stereo not drawn)	7	-4	6	-7	-2	2	0	2	-0.1	1
Cc1ccc(C)c(-c2csc(N)c2C(=O)OC(C)C)c1	1	0	-1	-5	1	1	-1	-2	0.1	8
COc1ccc(C(=O)CC(=O)c2ccccc2O)cc1OC	-3	-2	11	2	1	-7	3	1	4.5	4
CN(Cc1nc(-c2cnccn2)no1)CC1CCN(Cc2ccccc2)CC1	2	5	4	-2	0	-4	4	-2	-0.4	10
OCC1(CO)COC2(CCCC2)N1	-5	3	-3	3	-2	0	-1	1	0.0	9
Cc1ccc(C)c(NS(=O)(=O)c2ccc3oc(=O)ccc3c2)c1	2	-1	-5	0	-5	1	-9	2	-0.5	-15
Cc1cc2ccccc2c(=O)n1CC(=O)NCC(=O)N(C)C1CCCCC1	1	0	-4	0	4	0	-1	-1	0.4	5
Cc1cccc(C(=O)N(C)c2nnc(-c3ccncc3)s2)c1	2	0	1	5	2	3	3	-1	1.4	-1
Cc1ccc(Cc2c(-c3ccc(Br)cc3)nc3cc(C)ccn23)cc1	21	3	7	7	2	-3	-1	-4	0.3	4
O=C(COC(=O)CCCN=C1NS(=O)(=O)c2ccccc21)NC(=O)NC1CCCC1	-1	2	-1	-2	0	-11	-1	-1	0.1	5

Molecules from the list above that contain a nitro group on carbon, in the order listed:
SMILES	UHRF1 binding	TCR-CD3 inh	DDE Tn7 FP inh	MBD2 DNA inh	PRMT1 FP inh	SIAE primary	Tn6 DDE FP	LEDGF integ inh	proKLK7 act	TDP2 inh
COc1ccc(CSc2nnc(SCc3ccc([N+](=O)[O-])cc3)s2)cc1	3	1	6	-2	0	5	1	-3	0.3	0
CC(C)(C)SCCNC(=O)/C=C/c1ccc([N+](=O)[O-])cc1	-4	9	-7	-5	-2	3	2	3	0.0	-2

Remaining list, next part.
SMILES	UHRF1 binding	TCR-CD3 inh	DDE Tn7 FP inh	MBD2 DNA inh	PRMT1 FP inh	SIAE primary	Tn6 DDE FP	LEDGF integ inh	proKLK7 act	TDP2 inh
CCOC(=O)C1=C(C)NC(C)=C(C(=O)OCC)C1c1ccc([N+](=O)[O-])s1	5&-1	-38&0	-1&-6	10&-5	8&0	-13&-2	-6&2	-4&6	-0.6&0.4	-5&-9
Cc1cc(C(=O)N/N=C/c2cccc(OC(=O)c3cccc(Br)c3)c2)n[nH]1	-1	1	4	-3	4	-57	0	0	0.2	4
CCc1nc(NCCc2ccccn2)c2nnn(Cc3ccccc3F)c2n1	5	-2	-5	-2	4	2	-6	4	-0.1	-13
CC(=O)Nc1ccc(Nc2nc(-c3ccccc3)nc3ccccc23)cc1	1	-1	-4	1	0	-16	-2	5	1.2	-4
COc1ccc(S(=O)(=O)Nc2cccc(-c3ccc(N4CCCCCC4)nn3)c2)cc1OC	-1	3	-8	-4	3	-32	-5	0	0.0	10
COc1ccc(S(=O)(=O)N2CCC3(CC2)OCCN3S(=O)(=O)c2c(C)cc(C)cc2C)cc1	-1	1	0	1	-2	-2	1	0	0.2	18
COC(=O)c1ccc2nc(Nc3nc4ccc(F)cc4s3)sc2c1	4	-3	4	3	1	-25	4	-4	-14	0
COc1cc(C(=O)NC2CC(C)(C)CC(C)(C)C2)ccc1OC1CCN(C(C)=O)CC1	-1	2	-9	3	0	-1	7	-5	-0.5	4
NS(=O)(=O)c1cc2c(cc1Cl)NC(C(Cl)Cl)NS2(=O)=O (stereo not drawn)	-1	3	-5	-4	2	-6	2	-3	0.3	4
CCc1ccc(C(=O)COC(=O)c2nn(C)c(=O)c3ccccc23)cc1	0	-6	-3	8	6	-3	-6	-4	0.3	10

Source: PubChem
